From PubChem BioAssay
CHRM5 PAM – potentiates acetylcholine response at human M5 receptor. CHO-K1 hM5, Fluo-8 calcium, ACh EC20 PAM; 0% = ACh EC20, 100% = ACh EC100. P08912. activation, % at 3 µM. hit rate 0.3% among 360,000;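 active means activation above the run cutoff, the mean activation of all test compounds plus 3 SD, cut at about 18% in these data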
Target sequence (P08912 whole entry, looked up): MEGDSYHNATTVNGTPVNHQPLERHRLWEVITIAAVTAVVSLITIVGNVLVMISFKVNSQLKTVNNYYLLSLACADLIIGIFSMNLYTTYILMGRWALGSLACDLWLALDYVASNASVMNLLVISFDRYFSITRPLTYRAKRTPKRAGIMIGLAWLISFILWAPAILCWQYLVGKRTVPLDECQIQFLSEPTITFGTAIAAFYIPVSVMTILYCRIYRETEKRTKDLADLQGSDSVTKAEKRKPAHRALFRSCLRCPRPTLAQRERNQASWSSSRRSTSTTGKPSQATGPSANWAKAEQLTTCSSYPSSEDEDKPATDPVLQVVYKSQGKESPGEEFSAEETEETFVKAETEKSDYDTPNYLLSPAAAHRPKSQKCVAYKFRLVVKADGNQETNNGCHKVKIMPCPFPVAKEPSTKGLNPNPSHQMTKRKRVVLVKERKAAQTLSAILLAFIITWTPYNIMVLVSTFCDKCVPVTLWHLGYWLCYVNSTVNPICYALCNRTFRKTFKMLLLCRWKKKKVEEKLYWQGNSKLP
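System – CHO-K1 hM5 cells · Compound – 3 µM, single dose · Incubation – compound preincubation 140 s before EC20 acetylcholine addition · Technique – Fluo-8 calcium fluorescence · Measure – Max/basal fluorescence ratio as % of EC20–EC100 ACh window · Benchmarks – low control EC20 acetylcholine (0%), high control EC100 acetylcholine (100%) · Replication – singlicate, one well per test compound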
M1 PAM parental – M1 PAM counterscreen hit in parental CHO-K1 cells; hit rate 0.02% among 360,000; ATP EC20, Fluo-8 calcium fluorescence; 0% at ATP EC20, 100% at ATP max; AID 602247; activation, % at 3 µM;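 active means activation above the run cutoff, the mean activation of all test compounds plus 3 SD, cut at about 40% in these data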;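 further: peak over basal fluorescence ratio in a 140 s read after ATP addition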
CRFBP-R2 block – antagonists of CRF-binding protein/CRF-R2 receptor complex | HEK293 CRF-R2/CRF-BP, CRF-induced calcium fluorescence | inhibition, % at 11.8 µM | hit rate 0.59% among 350,000 | AID 588475;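 active means inhibition of the ligand-induced calcium signal above about 50% at the single tested concentration, limit read from the data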
TAAR1 ag – human TAAR1 agonism; hit rate 0.99% among 360,000; CHO RD-HGA16 TAAR1, Fluo-8 calcium fluorescence; vehicle wells 0%, saturating PEA agonist 100%; AID 624467; activation, % at 3 µM; Q96RJ0;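 active means activation above the mean activation of all test compounds in the run plus 3 SD, cut at about 38% in these data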
Target sequence (Q96RJ0 whole entry, looked up): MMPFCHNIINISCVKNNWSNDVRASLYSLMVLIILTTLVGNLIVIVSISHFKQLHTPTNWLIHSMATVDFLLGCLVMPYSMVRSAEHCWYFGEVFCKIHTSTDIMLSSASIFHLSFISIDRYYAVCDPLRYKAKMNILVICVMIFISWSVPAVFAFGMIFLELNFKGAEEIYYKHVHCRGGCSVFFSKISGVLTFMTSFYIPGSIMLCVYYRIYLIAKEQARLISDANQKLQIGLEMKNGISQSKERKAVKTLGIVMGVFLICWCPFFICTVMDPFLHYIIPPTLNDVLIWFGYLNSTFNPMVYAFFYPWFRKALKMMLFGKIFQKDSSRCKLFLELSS
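Test system: RD-HGA16 (CHO) cells co-expressing Gα16 and hTAAR1 | Doses: Single dose, 3 µM | Schedule: 17-24 h seeding, 75 min 37 °C dye, 30 min RT | Evaluation: % activation from peak over basal fluorescence ratio, DMSO-to-PEA scaled | Technique: Kinetic Fluo-8 calcium fluorescence | Benchmarks: Low control DMSO, high control PEA (EC100)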
M4 PAM – positive allosteric modulators of human muscarinic M4 receptor. activation, % at 3 µM. P08173. CHO-K1 hM4/Gqi5, Fluo-8 calcium fluorescence, ACh EC20; 0% = ACh EC20, 100% = maximal ACh. hit rate 0.4% among 360,000;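 active means activation above its plate's cutoff, the mean activation of sample wells plus 3 SD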; further: some results filed as inactive read as strong as hits
M5 ag – agonists of human muscarinic M5 receptor (CHRM5); CHO-K1 hM5 cells, Fluo-8 calcium fluorescence; 0% DMSO wells, 100% maximal acetylcholine response; hit rate 0.19% among 360,000; P08912; activation, % at 3 µM;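 active means activation above the run's mean over test compounds plus 3 SD, cut at about 23% in these data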;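 further: signal is peak over basal fluorescence ratio across the kinetic read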
CHRM5 antagonist – CHRM5 antagonism in calcium assay. P08912. CHO-hM5 cells, Fluo-8 calcium fluorescence, ACh EC80. inhibition, % at 3 µM. hit rate 0.59% among 360,000. AID 624040;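 active means inhibition above a per-plate cutoff, the mean of that plate's test compounds plus 3 SD, cut at about 27% in these data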;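 further: 0% = acetylcholine EC80 with DMSO and 100% = DMSO without agonist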
CRFBP-R2 agonist – agonists of human CRF-binding protein/CRF-R2 receptor complex; activation, % at 13.2 µM; AID 588473; hit rate 0.46% among 350,000; HEK293 CRF-R2/CRF-BP, calcium dye fluorescence (FLIPR); percent of saturating CRF peptide response;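 active means activation of at least 50%, plus an integration ratio under a set limit after plate pattern correction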;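 further: plate controls were neutral control wells without compound for no effect and CRF at EC100 for full effect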
TAAR1 antagonist – antagonists of human TAAR1; Q96RJ0; CHO RD-HGA16 TAAR1, Fluo-8 calcium fluorescence, antagonist; inhibition, % at 3 µM; hit rate 1.5% among 360,000;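 active means inhibition above a per-plate cutoff, the mean inhibition of test compounds on that plate plus 3 SD, cut at about 49% in these data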;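 further: 0% = DMSO plus EC80 beta-PEA response and 100% = DMSO alone without agonist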
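System: RD-HGA16 CHO cells with stable hTAAR1 and Gα16 | Probe or stimulus: EC80 β-phenethylamine stimulus | Dosing: 3 µM, single point | Times: Dye loading 75 min at 37 °C, then 30 min room temperature | Measured by: Fluo-8 calcium-sensitive fluorescence | Read-out basis: % inhibition of agonist calcium response | Replicates: n of 1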
* marks the source's active call; other numbers are inactive results; / = no result given.

SMILES	CHRM5 PAM	M1 PAM parental	CRFBP-R2 block	TAAR1 ag	M4 PAM	M5 ag	CHRM5 antagonist	CRFBP-R2 agonist	TAAR1 antagonist
Cc1cc(C)c2cc(C=O)c(Cl)nc2c1	6.0	8.9	-42.4	-2.8	-0.1	-2.9	-8.3	1.6	-18.2
CCOC(=O)c1sc(S(C)(=O)=O)c2c1CC(C)(C)C/C2=N/O	2.5	19.6	25.6	-2.9	-3.0	-2.9	15.9	-3.6	-57.2
COc1ccc(OC)c(NC(=O)CNC(c2ccccc2)c2ccccc2)c1	-10.4	9.5	47.2	-1.6	-10.1	-2.5	10.0	3.0	11.3
O=C1N(CC(=O)N2CCc3ccccc32)CCN1Cc1ccccc1Cl	-1.0	19.2	16.1	11.9	1.4	-5.3	-0.3	-0.4	4.0
CN1C(=O)c2ccccc2C(C(=O)NCC2CCCO2)C1c1c[nH]c2ccccc12 (stereo not drawn)	-3.2	5.1	-1.9	5.3	2.5	-3.4	4.1	-2.3	4.1
Cc1ccc(C)c(NC(=S)N(C)CCO)c1	7.3	-5.1	6.6	3.9	2.4	0.3	2.6	0.0	-20.4
c1ccc(N2CCN(c3nc4ccccc4n4cnnc34)CC2)cc1	-3.5	7.3	-7.9	-3.1	-5.4	2.3	6.4	-1.5	6.6
Fc1ccc(-c2cc(C(F)(F)F)nc(NCC3CCCO3)n2)cc1 (stereo not drawn)	-2.4	12.4	-15.3	22.6	-5.7	0.1	1.6	1.1	-1.7
O=C1C(C2=NC(c3ccccn3)C3C(=O)N(c4ccc(OC(F)(F)F)cc4)C(=O)C23)=C(O)c2ccccc21 (stereo not drawn)	-5.8	4.2	15.0	1.4	-7.9	0.5	17.6	-0.8	-12.8
C/C(=N\Nc1ccc2nncn2n1)c1ccc(Cl)s1	2.8	14.9	27.0	0.6	0.7	-5.1	2.1	-3.4	-24.3
CCCc1n[nH]c(=O)c2c1nnn2Cc1ccccc1F	6.1	22.2	-6.3	-1.0	4.5	-4.3	-2.3	1.7	-8.3
O=C(NCCCCc1ccccc1)c1cccc(NC(=O)C2CCC2)c1	-12.1	-6.1	8.2	5.2	-3.9	3.5	7.1	-0.4	12.6
COc1ccc(NC(=O)COC(=O)CCc2cc(OC)c(OC)c(OC)c2)c([N+](=O)[O-])c1	-0.2	0.3	1.7	-0.3	-5.7	-0.9	-1.6	0.1	-9.5
CC(=O)Nc1ccc(S(=O)(=O)N2c3ccc(F)cc3CCC2C)cc1 (stereo not drawn)	1.6	21.3	6.8	13.6	-4.5	7.3	-2.4	-1.5	-9.7
CNS(=O)(=O)c1ccc(N=Cc2c(C)[nH]n(-c3ccc(C)cc3C)c2=O)cc1	0.5	27.1	-22.2	1.4	6.2	-2.1	4.1	-0.7	3.8
O=C(c1ccco1)N(c1ccccn1)c1ccccn1	6.8	17.6	-4.4	10.2	8.3	-3.1	-4.0	2.9	10.7
COc1cc2[nH]c(Cl)c([N+](=O)[O-])c2cc1OC	3.8	18.6	11.6	10.5	5.6	3.6	-1.1	0.2	-10.3
COc1ccc(NS(=O)(=O)c2ccc(NC(=O)c3ccc(CN4CCOCC4)cc3)cc2)cc1	-13.6	3.6	-65.9	18.0	-1.9	-2.3	18.9	19.8	36.1
O=C(NNc1nccc(C(F)(F)F)n1)Nc1cccc(Cl)c1	-1.1	-2.4	-2.8	/	-3.2	-0.2	5.2	-2.2	/
Cc1ccc(CNc2ncnc3c2cnn3C2CCCCO2)cc1 (stereo not drawn)	-8.1	6.7	-2.0	6.3	6.6	0.1	6.2	3.3	3.5
CCOC(=O)CN1C(=O)C(C)(C)Oc2ccc(C(=O)NC(C)(C)CC)cc21	4.1	17.4	22.7	-0.6	1.4	-0.2	-2.7	-0.8	7.4
CCOc1ccc(Nc2nc(Nc3ccc(O)cc3)nc(C)c2[N+](=O)[O-])cc1	-12.3	8.5	-0.5	7.8	-17.0	-2.3	-2.0	1.8	35.1
CCN1C(=O)[C@@H]2[C@@H](c3ccc(-c4ccc(C(C)=O)cc4)cc3)N3CCC[C@@]3(C(=O)OC)[C@@H]2C1=O	-4.3	2.6	4.2	3.9	0.7	0.6	13.9	-0.1	1.3
C=CCn1c(NCc2ccc(N(C)C)cc2)nc2ccccc21	-6.3	-3.3	-15.4	9.8	3.2	-2.8	9.8	-2.4	-4.4
O=c1[nH]c2cc3c(cc2cc1CN(Cc1nnnn1C1CCCC1)C1CCCC1)OCCO3	-2.2	11.7	-11.0	14.6	-4.0	2.1	-1.6	12.9	12.1
CCC(C)(C)NC(=O)CN(C(=O)c1csnn1)c1cccc2c1CCCC2	4.7	20.0	12.5	2.7	-2.7	5.1	7.8	3.0	2.0
O=C(c1ccco1)N1CCN(c2cc(=O)n(C3CCCCC3)c(=O)[nH]2)CC1	0.5	14.0	3.2	10.8	2.0	-1.9	-1.3	-0.9	9.6
Cc1csc(NC(=O)c2cccnc2Cl)n1	-13.4	-11.4	3.2	4.6	-11.7	-3.2	14.5	0.5	-1.4
Cc1ccc(/C=C(\NC(=O)c2ccccc2)C(=O)NCCc2ccccn2)o1	-2.6	18.7	-0.5	20.7	9.8	-0.3	3.9	0.2	-9.9
CCOC(=O)C1CCN(C(=O)COC(=O)CNC(=O)c2sc3ccccc3c2Cl)CC1	2.5	9.8	-6.5	28.0	6.0	20.4	5.2	-0.8	-10.8
O=C(CN1CCN(Cc2ccccc2)CC1)Nc1ccc(Cl)cn1	0.7	0.7	-14.1	0.5	4.7	-6.3	-2.0	0.5	7.6
Cn1nc(CC(=O)NC2CCCCCCCCCCC2)c2ccccc2c1=O	5.5	2.6	-5.7	3.4	-1.0	-2.7	-4.4	-0.2	-3.3
CCc1ccc(-c2cc(C)no2)cc1S(=O)(=O)N1CCN(c2ccccc2)CC1	5.6	25.5	-7.2	-0.9	-1.0	-1.9	-1.4	1.1	-9.3
Fc1ccc(OCc2nc(-c3cccs3)no2)cc1	-2.5	10.2	8.9	14.6	2.6	-4.3	13.9	0.1	12.9
COC(=O)c1ccc(S(N)(=O)=O)o1	0.4	6.5	-6.5	0.5	-1.0	-2.7	9.7	-0.4	-9.3
Cc1ccc(S(=O)(=O)N2CCC(=O)N(CCOC(=O)Nc3ccc(C)c(C)c3)CC2)cc1	0.9	5.6	-4.8	12.5	4.2	2.9	11.7	-1.5	2.6
CC(=O)c1cccc(NC(=O)CC2Oc3ccc(C)cc3NC2=O)c1 (stereo not drawn)	-2.7	23.6	-4.5	5.2	-7.6	6.2	-2.0	-1.9	27.8
O=C(Oc1ccc2c(=O)c(Oc3ccc4ccccc4c3)coc2c1)c1cncc(Br)c1	3.2	2.9	-6.8	8.5	-2.2	-0.5	0.8	-0.1	-1.8
COc1ccc2cc(S(=O)(=O)N3CCCC3)ccc2c1	0.3	-0.9	-10.9	-0.1	2.5	-4.8	0.8	0.1	-5.8
COc1ccc(CCNC(=O)c2nnc(Cc3ccc(Cl)cc3)o2)cc1OC	-5.4	16.0	3.9	8.5	-1.4	2.4	-3.5	-5.3	12.6

One compound at a time, as listed above. Order of values: CHRM5 PAM	M1 PAM parental	CRFBP-R2 block	TAAR1 ag	M4 PAM	M5 ag	CHRM5 antagonist	CRFBP-R2 agonist	TAAR1 antagonist
Listed for `CCC(C)(C)NC(=O)CN(C(=O)c1csnn1)c1cccc2c1CCCC2` : 4.7	20.0	12.5	2.7	-2.7	5.1	7.8	3.0	2.0
Listed for `C=CCn1c(NCc2ccc(N(C)C)cc2)nc2ccccc21` : -6.3	-3.3	-15.4	9.8	3.2	-2.8	9.8	-2.4	-4.4

Carrying on.
SMILES	CHRM5 PAM	M1 PAM parental	CRFBP-R2 block	TAAR1 ag	M4 PAM	M5 ag	CHRM5 antagonist	CRFBP-R2 agonist	TAAR1 antagonist
CCOc1ccc(-n2cnc3sc(C)c(C)c3c2=O)cc1	2.2	6.8	1.0	2.7	7.6	-1.1	-1.4	-0.2	4.7
CCOC(=O)C(C(=O)Nc1ccccc1C)C1CCCCC1 (stereo not drawn)	-3.0	-14.6	14.6	9.4	2.8	2.3	6.5	-1.8	-0.2
O=c1c2ccccc2nnn1CSc1ccc2ccccc2n1	-4.8	15.2	18.7	3.6	-6.3	-2.5	5.3	-0.2	0.4
O=C(C(=O)c1cccnc1)c1cccnc1	3.7	18.7	1.7	-0.6	30.0	-4.0	2.3	0.7	-4.5
CN(C)/C=C/C(=O)c1ccncc1	-8.8	20.6	-14.4	20.4	1.4	-2.7	-3.3	-0.3	1.4
CNc1ncnc2c1ncn2[C@H]1CN(Cc2ccc(OC)cc2)C[C@@H](CO)O1	-1.2	19.9	/	0.1	3.4	0.8	-5.8	/	-12.0
O=C(Nc1ccncc1)c1ccc2c(c1)OCCO2	-4.7	12.3	-1.2	8.8	4.6	3.0	-2.4	0.7	-4.1
COc1ccc(OC)c(C2C(C(=O)Nc3nc4ccccc4s3)=C(C)NC3=C2C(=O)CCC3)c1 (stereo not drawn)	-1.6	7.2	-13.6	29.9	3.7	-0.3	-4.5	-1.6	23.8
CC(NC(=O)c1ccco1)C1CCCO1 (stereo not drawn)	2.0	-4.9	-7.8	-0.7	2.9	2.5	-5.3	3.4	1.8
CCn1cc(CNC(=O)C2CCC(=O)N(C3CCCCCC3)C2)cn1 (stereo not drawn)	-3.5	15.7	11.4	0.2	0.6	-4.6	8.4	-0.6	-12.8
COc1ccc(-c2cc(=O)oc3c(C)c(O)ccc23)cc1	-15.2	-5.6	14.6	6.3	-5.8	0.6	11.3	36.9	24.2
CCOc1ccc(-c2onc(C(F)(F)F)c2-c2cscn2)c(O)c1	-6.7	-8.4	18.1	7.5	-4.0	1.5	6.5	0.1	-3.4
CN(O)/C=c1/ccc2c(n1)C(=O)C=CC=2	-1.4	14.7	-3.8	17.4	4.0	0.6	1.4	-2.4	-13.0
CCOC(=O)C(C)n1cnc2c(oc3ccccc32)c1=O (stereo not drawn)	1.2	17.3	15.8	7.1	9.7	-1.2	-0.7	-1.9	-10.4
Cc1nnc(SCCc2ccccc2)[nH]c1=O	1.0	18.0	8.3	5.1	8.0	-5.2	-2.6	-0.7	5.2
CC1(C)CC2CC(C)(CN2S(=O)(=O)c2cccc(C(=O)OCC(=O)NC(N)=O)c2)C1 (stereo not drawn)	4.4	-1.2	-2.1	0.0	3.6	5.6	1.4	0.3	-38.0
CC(=O)Nc1ccc(NC(=O)COC(=O)c2cnccn2)cc1	3.5	6.5	-0.6	7.2	8.4	3.4	5.8	-0.1	-9.2
O=C(CCC(=O)Nc1ccccc1)NNC(=O)CCc1ccccc1	-0.6	-10.1	5.3	6.5	-0.6	-3.2	4.1	-0.8	17.4
Cc1ccsc1/C=N/NC(=O)CO	1.9	15.1	22.5	4.0	-2.3	-2.5	-7.0	-1.4	-11.0
